Compound activity (PubChem BioAssay)
SUMO Mot1 rescue = SUMOylation pathway inhibition by Mot1-301 growth rescue; S. cerevisiae Mot1-301 growth rescue, ATP luminescence, 38.5C; percent above DMSO median, 100 means doubled; growth rescue, % at 18.8 µM; hit rate 1% among 320,000;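 active = every valid replicate shows activation above 250% relative to neutral control wells; inactive = the rest, any valid replicate at or below 250%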;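 also: OY570 slx delta 5 strain wells were the positive control but not used for scaling; some compounds called inactive have numbers as strong as hits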
Arr AP2 block = blocks beta-arrestin peptide binding to AP2 adaptin | inhibition, % at 10 µM | FITC-arrestin peptide / GST-AP2 beads, flow cytometry; AP2 beta2 appendage carries R879A mutation | hit rate 0.31% among 340,000;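 active = inhibition above a set limit, near 3 SD of compounds lacking own fluorescence, cut at about 54% in these data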;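 also: plate controls were DMSO wells for no effect and 5 µM unlabelled arrestin peptide for full effect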
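System: GST-AP2 R879A glutathione beads; medium: PBS, Tween 20 0.05%, BSA 0.1%; reagent: fluorescein-tagged arrestin peptide at 50 nM final; schedule: pre-incubation 12 min, peptide binding 1 h, room temperature; detection: flow cytometry, FL1 (488/535 nm); read-out: inhibition as reduced fluorescein signal on beads, percent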
Pemphigus Ab inh = human desmoglein-3 autoantibody binding inhibition | P32926 | hit rate 0.48% among 310,000 | DSG3-coupled beads, scFv-anti-DSG3-GFP binding, flow cytometry; stronger effect = lower value | binding (percent of control), % at 10 µM;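 active = binding more than 3 SD below its plate's average and above zero; inconclusive = below that plate limit but binding exactly zero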;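 also: hits lower antibody fragment binding to DSG3; some compounds called inactive have numbers as strong as hits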
NSD2 inh = inhibitors of human histone methyltransferase NSD2; NSD2 peptide methylation, AlphaScreen, 120 min; inhibition, % at 12.5 µM; AID 743445; hit rate 0.54% among 310,000; O96028; in the data active = inhibition above about 50%
CDK5 p35 inh = CDK5/p35 (human) kinase inhibition; Recombinant CDK5/p35, ADP-Glo luminescence, 60 min; AID 488839; Q00535+Q15078; hit rate 0.01% among 330,000; inhibition, % at 10 µM;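 active = highest replicate inhibition of at least 50% and at least 75% of replicates reaching 50%; inconclusive = only one of the two criteria met; inactive = both criteria failed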;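 also: plate controls were DMSO neutral control for no effect and GW8510 at 10 µM for full effect; many of its hits are not listed in these tables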
MITF act = increases MITF-driven TRPM1 promoter luciferase signal | hit rate 0.75% among 300,000 | SK-MEL-5 TRPM1-promoter luciferase, 24 h; % of positive control, neutral wells = 0 | activation, % at 12.5 µM;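 active = mean activation of at least 80% with every replicate also reaching 80%; inconclusive = mean reaches 80% but some replicate falls short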;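 also: 0% = neutral control wells and 100% = parthenolide positive control wells; values of inactives mirror those of a sister screen read the other way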
dFosB activator = activators of mouse delta FosB homodimer. P13346. purified delta FosB, TAMRA-CDK5 oligo fluorescence polarization; percent of positive-control signal above neutral wells. activation, % at 25 µM. hit rate 0.99% among 340,000. AID 493131;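 active = mean activation above about 17%, with every replicate also reaching it, limit read from the data, passing the limit was not always enough; inconclusive = only one of the two conditions met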;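 also: fluorescence polarization rise as delta FosB binds a TAMRA Cdk5 AP-1 oligo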
Target sequence (P13346 whole entry, looked up): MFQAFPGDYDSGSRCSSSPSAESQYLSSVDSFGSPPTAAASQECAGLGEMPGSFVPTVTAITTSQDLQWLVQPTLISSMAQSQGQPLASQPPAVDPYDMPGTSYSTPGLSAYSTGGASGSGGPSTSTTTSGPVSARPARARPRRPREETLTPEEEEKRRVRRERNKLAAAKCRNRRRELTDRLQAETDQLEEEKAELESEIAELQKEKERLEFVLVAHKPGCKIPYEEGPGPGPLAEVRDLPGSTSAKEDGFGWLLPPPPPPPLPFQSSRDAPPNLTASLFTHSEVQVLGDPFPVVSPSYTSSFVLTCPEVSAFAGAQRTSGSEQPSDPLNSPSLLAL
PKA-R2B activ = activates the human PKA-R2B holoenzyme complex | P22694+P31323 | AID 504700 | PKA-R2B holoenzyme dissociation, Cy5-IP20 fluorescence polarization; R2B truncated from residue 108, S112A mutant; 0% DMSO only, 100% 113 µM cGMP | hit rate 0.079% among 340,000 | activation, % at 11.4 µM;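 active = activation above a cutoff set at the mean over all compounds plus 3 SD, cut at about 18% in these data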;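 also: higher means more holoenzyme dissociation and a rise in polarization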
Target sequence (P31323 whole entry, looked up, other chains not shown, the tested form may be a part): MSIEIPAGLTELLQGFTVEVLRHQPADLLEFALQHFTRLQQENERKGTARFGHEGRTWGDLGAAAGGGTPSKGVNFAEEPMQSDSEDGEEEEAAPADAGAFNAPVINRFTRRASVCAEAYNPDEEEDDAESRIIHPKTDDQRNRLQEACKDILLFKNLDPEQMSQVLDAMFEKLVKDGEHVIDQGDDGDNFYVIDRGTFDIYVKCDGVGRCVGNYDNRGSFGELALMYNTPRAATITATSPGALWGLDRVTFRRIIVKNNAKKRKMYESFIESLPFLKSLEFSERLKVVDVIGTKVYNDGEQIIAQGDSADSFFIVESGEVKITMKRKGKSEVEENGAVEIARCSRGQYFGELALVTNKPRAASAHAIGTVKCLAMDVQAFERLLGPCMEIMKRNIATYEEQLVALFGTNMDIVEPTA
SR-BI uptake up = enhances SR-BI lipid uptake from DiI-HDL | CHO ldlA[mSR-BI] cells, DiI-HDL uptake fluorescence, 3 h; 100 = double the neutral-control signal | activation, % at 12.5 µM | hit rate 0.096% among 320,000 | AID 504775;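 active = mean replicate activation of at least 60% and every replicate at or above 60%; inconclusive = mean or all-replicate condition met, but not both; inactive = mean below 60% and not all replicates reaching 60%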;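 also: 0% = median plate neutral-control signal and 100% = twice that signal; values of inactives mirror those of a sister screen read the other way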
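Assay system: CHO ldlA[mSR-BI] cells, LDL receptor-null, SR-BI overexpressing; medium: Ham's F12 with 0.5% BSA, HEPES 25 mM, pH 7.4; also added: DiI-HDL 10 µg/mL; timing: 3 h uptake period with compound, 37 °C; signal: DiI fluorescence, bottom read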
PKA-R1A act = activates the PKA-R1A holoenzyme complex; P00514+P68181; hit rate 0.083% among 340,000; PKA-R1A dissociation, Cy5-IP20 fluorescence polarization; scaled: DMSO 0%, 113 µM cGMP 100%; AID 504707; activation, % at 11.4 µM;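 active = percent activation above the mean of all tested compounds plus 3 SD, cut at about 19% in these data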;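 also: higher means more PKAc released from R1A so a rise in polarization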
SR-BI DiI inh = mouse SR-BI HDL lipid transfer inhibition; Q61009; ldlA[mSR-BI] CHO cells, DiI-HDL uptake fluorescence, 3 h; inhibition, % at 12.5 µM; hit rate 0.96% among 320,000; AID 488896;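 active = mean replicate inhibition of at least 70% and a set share of replicates each scoring 70 or more; inconclusive = meets just one of the two criteria; inactive = fails both criteria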;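 also: 0% = median of neutral control wells and 100% = median of positive control wells; values of inactives mirror those of a sister screen read the other way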
Active calls of the source: *; i = inactive; ? = inconclusive; · = not tested or not shown; & = joins results of further samples.

item | NSD2 inh | PKA-R1A act | Pemphigus Ab inh | Arr AP2 block | MITF act | PKA-R2B activ | SUMO Mot1 rescue | SR-BI DiI inh | SR-BI uptake up | dFosB activator | CDK5 p35 inh | Structure
1 | 21 | -9 | 103 | 11 | 95* | -14 | 7 | 38 | -38 | 26* | -0.1 | COc1ccccc1N1CCN(C2=Nc3cccc4cccc2c34)CC1
2 | 0 | -6 | 99 | -3 | 5 | 5 | 9 | · | · | -17 | -0.9 | N#Cc1c(-c2ccccc2)cc(-c2ccccc2)nc1SCC(=O)NCC(=O)O
3 | 1 | 3 | 103 | 16 | 32 | 4 | -5 | -13 | 13 | 0 | -0.7 | CCOC(=O)c1c(Cc2ccc(Cl)cc2)c[nH]c1C
4 | -1 | 3 | 96 | 2 | 5 | 2 | 7 | 14 | -14 | -2 | 2.1 | c1cc(C2CCCCC2)ccc1Oc1nc(N2CCOCC2)nc(N2CCOCC2)n1
5 | 12 | -3 | · | 0 | 4 | -14 | -4 | -21 | 21 | -6 | 1.0 | Cc1nc(SCC(=O)NCc2ccc3c(c2)OCO3)c(C#N)c2c1CCCC2
6 | 0 | 6 | 108 | 4 | 4 | 6 | -8 | 7 | -7 | 1 | 0.7 | OC(c1cccs1)c1nccc2ccccc12 (configuration not stated)
7 | 0 | 2 | 108 | 2 | -3 | -4 | 11 | 12 | -12 | -1 | 0.5 | O=[N+]([O-])c1ccc(F)cc1OCc1cccc(S(=O)(=O)N2CCOCC2)c1
8 | 1 | 4 | 103 | -2 | 5 | -19 | -10 | -20 | 20 | -1 | -1.6 | CC(C)CCNC(=O)COC(=O)c1ccc(Br)o1
9 | -1 | -8 | 104 | 2 | · | -1 | i | -7 | 7 | -11 | 0.5 | Cc1cc(NC(=O)Cn2c(=O)c3c(ncn3CCC(C)C)n(Cc3ccccc3)c2=O)no1
10 | · | -10 | 102 | 8 | 18 | 2 | 7 | -3 | 3 | 0 | -3.4 | COc1ccc(NC(=O)COC(=O)C2CC3C=CC2C3)cc1 (configuration not stated)
11 | 2 | 1 | 101 | -1 | 18 | 8 | -14 | 7 | -7 | -11 | -2.8 | O=C(N/N=C/C(Br)=C/c1ccccc1)C1CC1
12 | · | 1 | 105 | -2 | -1 | -5 | 168 | -6 | 6 | -3 | 0.6 | CC1CC(C)CN(C(=O)C(NS(=O)(=O)c2ccc3c(c2)oc(=O)n3C)C(C)C)C1 (configuration not stated)
13 | -2 | -2 | 104 | 4 | -2 | 3 | 161 | -16 | 16 | -2 | -0.3 | CCN(CC(=O)N1CCCC1)S(=O)(=O)c1ccc(OC)cc1
14 | 0 | -3 | · | -8 | · | -5 | 32 | 7 | -7 | -14 | -0.4 | CC(C)(C)c1nc(N2CCN(C(=O)c3ccco3)CC2)c2nnn(Cc3ccccc3)c2n1
15 | 2 | 6 | 96 | 9 | 14 | -1 | -4 | -3 | 3 | -8 | 1.4 | C/C(=N/NC(=O)c1cc(C(C)C)[nH]n1)c1cccs1
16 | 2 | 4 | 96 | -1 | · | 10 | -26 | 3 | -3 | 11 | -0.3 | CCOC(=O)CCCNC(=O)c1cncc(O)c1
17 | -4 | 6 | 89 | 12 | 8 | -4 | 12 | 6 | -6 | -3 | 0.5 | NC(=O)c1ccc(NC(=O)CNC(c2ccccc2)c2ccccc2)cc1
18 | 0 | 2 | 97 | -8 | -8 | 0 | 15 | -8 | 8 | -1 | 1.1 | CSc1nc2ccccc2n1CC(=O)Nc1ccc(C)c(C)c1
19 | 2 | -9 | 104 | -37 | -9 | 3 | 215 | 22 | -22 | -7 | -1.3 | O=c1c(Cl)c(N2CCN(c3ccccc3)CC2)cnn1C12CC3CC(CC(C3)C1)C2
20 | · | -4 | 107 | -4 | -2 | -5 | -3 | -13 | 13 | -3 | 1.6 | C#CCOCCOCCOCCNc1nc(N2CCN(C(=O)[C@H]([C@@H](C)CC)n3cc([C@@H](N)Cc4ccc(O)cc4)nn3)CC2)nc(N2CCN(C(=O)[C@H]([C@@H](C)CC)n3cc([C@@H](N)Cc4ccc(O)cc4)nn3)CC2)n1
21 | · | -13 | 96 | -3 | -1 | -7 | -3 | 66 | -66 | -6 | -0.1 | Nc1c(Cl)cc(-c2csc(N3CCCC3c3nc4cc(Cl)c(Cl)cc4n3CCCO)n2)cc1Cl (configuration not stated)
22 | 1 | -10 | 96 | 6 | -1 | -9 | -13 | -6 | 6 | -9 | 0.4 | Cc1nc2ccc(NS(=O)(=O)c3ccc(F)c(C)c3)cc2[nH]1
23 | -2 | 6 | 99 | 4 | -11 | -6 | -5 | -7 | 7 | 5 | 1.4 | Cc1cccc(C(=O)NC2CCN(S(=O)(=O)c3ccccc3)CC2)c1
24 | -1 | -13 | 100 | -7 | 1 | -2 | -5 | 23 | -23 | 0 | 0.6 | COc1cccc(CNc2ccc(S(N)(=O)=O)cc2)c1OCc1ccccc1F
25 | 127* | -10 | · | 32 | · | -7 | 25 | 1 | -1 | 3 | -0.4 | Cn1ncc(Cl)c1C(=O)Nc1cc(C(F)(F)F)ccc1F
26 | 2 | 10 | 96 | -2 | 23 | -2 | -4 | 22 | -22 | -15 | 1.3 | CC(C)CC(=O)Nc1cccc(-c2nc3ccccc3[nH]2)c1
27 | -1 | 0 | 94 | 9 | -19 | 3 | -7 | -21 | 21 | -4 | -0.3 | O=C(Cc1ccc(S(=O)(=O)N2CCOCC2)s1)N1CCN(S(=O)(=O)c2ccc(Cl)cc2)CC1
28 | -2 | -6 | 86 | 26 | 10 | -4 | 7 | 4 | -4 | 6 | 0.5 | Cc1ccc(NC(=O)C(=O)NN)cc1
29 | 2 | -2 | 98 | 2 | · | -3 | 611 | -127 | ? | -7 | -0.9 | COc1cc(C(=O)n2cnc3ccccc32)c([N+](=O)[O-])cc1OC
30 | -3 | -15 | 106 | 4 | 5 | -3 | 4 | -3 | 3 | -9 | -0.3 | CCCCOc1ccc(C(=O)NC)cc1
31 | 0 | -3 | 99 | -14 | 6 | -4 | -13 | 1 | -1 | -1 | 1.6 | CN1CCN(C2CCCCC2NS(=O)(=O)c2ccccc2)CC1 (configuration not stated)
32 | -1 | -9 | 107 | 8 | -6 | 5 | -23 | 5 | -5 | -1 | 1.6 | CCOC(=O)C1CCN(S(=O)(=O)c2ccc3c(c2)CC(C)N3C(=O)C2CCC2)CC1 (configuration not stated)
33 | 0 | -3 | 100 | 10 | 7 | -15 | -5 | -10 | 10 | -9 | 2.0 | COc1ccc(C(C(=O)NC(C)C)N(C(=O)CCC(=O)Nc2nccs2)c2ccccc2F)cc1 (configuration not stated)
34 | 3 | -5&-12 | 108&99 | -3&9 | -9&0 | -5&-7 | -16 | 11&-2 | -11&2 | 3&5 | -0.8&1.4 | Cc1nc2nc(CSc3nnc(C)s3)cc(=O)n2[nH]1
35 | 1 | 0 | · | -3 | -5 | 16 | -14 | · | · | 1 | -0.7 | COc1ccc(NC(=O)C/C(C)=N/NC(=O)COc2ccc(OC)cc2)cc1
36 | 0 | -8 | 109 | 0 | -2 | -4 | 11 | -37 | 37 | 5 | 0.0 | O=C(N=C1SC2CS(=O)(=O)CC2N1Cc1ccccc1)C1CCCCC1 (configuration not stated)
37 | -2 | -5 | 92 | 0 | -1 | 1 | 13 | -1 | 1 | -5 | 0.5 | Cc1cc(C)cc(C(=O)OCC(=O)Nc2ncccn2)c1
38 | 1 | -2 | 102 | -9 | 3 | 5 | 18 | -5 | 5 | 1 | 2.6 | Cn1cnnc1Sc1ccc(C(=O)OCC(=O)Nc2ccccc2)cc1[N+](=O)[O-]
39 | · | -3 | 104 | 0 | 9 | -8 | 11 | -1 | 1 | -4 | -0.8 | Cc1ccc(S(=O)(=O)N2CC=C(C(=O)NCc3ccccc3)CC2)cc1
40 | 0 | 1 | 87 | 0 | · | 11 | -15 | -12 | 12 | -2 | 5.7 | Cn1ncc(C#N)c1/N=C/N1CCCC1
41 | 0 | -3 | · | 1 | -4 | 2 | 9 | 34 | -34 | 7 | -7.5 | O=C(CSc1nc2ccccc2c(=O)n1-c1ccc(F)c(Cl)c1)Nc1cccc(S(=O)(=O)N2CCOCC2)c1
42 | 2 | 2 | 97 | 12 | 45 | -10 | -18 | 16 | -16 | -2 | -0.4 | Cc1ccccc1N/N=C/c1ccc(N2CCOCC2)cc1
43 | 1 | -1 | 104 | -12 | 2 | 11 | -13 | · | · | 5 | 1.1 | COc1ccccc1CN(CC(=O)NCC1CCCO1)C(=O)CNS(=O)(=O)c1ccc(C)cc1 (configuration not stated)
44 | 3 | 5 | 96 | 12 | -9 | -9 | -17 | -44 | 44 | -1 | 2.3 | CSc1nc(O)c(N=Nc2ccc(F)cc2F)c(=O)[nH]1
45 | 4 | -14 | 107 | 7 | -1 | 0 | 14 | -13 | 13 | -4 | 1.9 | O=C(NNC(=S)Nc1ccc(Br)cc1)c1cccnc1
46 | · | -8 | 101 | -1 | -7 | -17 | 187 | -36 | 36 | 1 | 0.6 | COCc1[nH]nc2c1C(c1sccc1C)C(C#N)=C(N)O2 (configuration not stated)
47 | 7 | 11 | 124 | -4 | -3 | 2 | -4 | -11 | 11 | -4 | -1.4 | Cc1ccc(-c2cccc(NC(=O)C3C4C=CC(C4)C3C(=O)O)c2)o1 (configuration not stated)
48 | 2 | -7 | 90 | 26 | 1 | -7 | -15 | -22 | 22 | 0 | 0.2 | O=C1NC(=O)/C(=C/c2cc3c(cc2Br)OCO3)S1
49 | -5 | 8 | 103 | -1 | · | -2 | 14 | 8 | -8 | -7 | 1.7 | COc1cc2[nH]c3c(OC)ncnc3c2cc1OC
50 | -2 | 6 | 103 | -1 | -3 | -1 | 379 | 3 | -3 | -10 | 0.8 | Cc1cccc(CCNS(=O)(=O)c2ccc(S(=O)(=O)NC3CCCC3)cc2)c1
51 | 0 | -14 | 115 | 18 | -8 | -2 | -10 | 40 | -40 | 12 | -0.8 | Cc1ccc2nc(SCC(=O)c3c[nH]c4ccccc34)[nH]c2c1
52 | -4 | -10 | · | -1 | -8 | -5 | 42 | 50 | -50 | -9 | -0.7 | CCOc1ccccc1N1CCN(C(=S)NCc2ccc(Cl)cc2)CC1
